TDP1 block = blocks human tyrosyl-DNA phosphodiesterase 1; Q9NUW8; recombinant TDP1, AlphaScreen DNA substrate cleavage; Potency, µM (doses to about 130 µM), for inactives: at the highest dose activity change, negative = inhibition, actives largely listed as inhibitors; hit rate 0.28% among 350,000; AID 485290; note: nearly all actives have a fitted effect of over 40% in size
Target sequence (Q9NUW8 whole entry, looked up): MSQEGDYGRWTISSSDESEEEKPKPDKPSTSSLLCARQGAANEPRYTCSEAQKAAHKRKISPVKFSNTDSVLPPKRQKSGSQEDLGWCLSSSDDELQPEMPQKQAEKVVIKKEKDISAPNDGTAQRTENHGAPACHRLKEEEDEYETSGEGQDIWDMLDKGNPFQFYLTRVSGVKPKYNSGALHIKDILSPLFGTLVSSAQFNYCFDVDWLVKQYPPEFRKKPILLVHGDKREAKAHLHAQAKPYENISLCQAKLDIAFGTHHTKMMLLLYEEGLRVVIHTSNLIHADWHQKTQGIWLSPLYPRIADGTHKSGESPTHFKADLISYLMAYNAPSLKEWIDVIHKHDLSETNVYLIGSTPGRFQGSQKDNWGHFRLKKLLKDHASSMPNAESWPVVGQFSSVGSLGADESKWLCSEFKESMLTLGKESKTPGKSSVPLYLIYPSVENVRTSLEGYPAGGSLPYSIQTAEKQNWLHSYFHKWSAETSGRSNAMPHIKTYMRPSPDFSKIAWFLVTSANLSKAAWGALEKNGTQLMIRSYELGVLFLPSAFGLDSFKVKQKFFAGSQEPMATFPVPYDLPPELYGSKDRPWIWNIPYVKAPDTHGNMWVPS
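Tdp1 1 nM final; 15 min RT w/ cpd; substrate 15 nM, 5 min; beads 10 ug/ml, 10 min; AlphaScreen read. Neg ctrl: no enzyme.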
DT40 TDP1 CPT = growth inhibition of DT40 Tdp1-/-;hTDP1 cells with camptothecin (screen for TDP1 inhibitors); hit rate 12% among 420,000; AID 686979; Potency, µM (series often up to 46.2 µM), for inactives: at the highest dose activity change, negative = growth inhibition, usual class: inhibitors; chicken DT40 Tdp1-/-;hTDP1 cells + 20 nM CPT, ATP luminescence, 48 h; note: nearly all actives have a fitted effect of over 55% in size
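Chicken DT40 Tdp1-/- cells stably complemented with human TDP1 were seeded at 400 cells/well in medium containing 20 nM camptothecin, exposed to pin-transferred compounds, and grown at 37 °C for at least 48 hr. Viability was read as ATP luminescence.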
TDP1 cell noCPT = qHTS for Inhibitors of human tyrosyl-DNA phosphodiesterase 1 (TDP1): qHTS in cells in absence of CPT; DT40 Tdp1-/- hTDP1 cells, no CPT, ATP luminescence, 48 h; Potency, µM (titrated, usually from 46.2 µM), without a hit: at the top dose activity change, negative = growth inhibition, actives largely listed as inhibitors; hit rate 15% among 420,000; AID 686978, 2013; note: nearly all actives have a fitted effect of over 55% in size
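Compound effects on proliferation are scored in DT40 Tdp1-/-;hTDP1 cells in the absence of CPT. ATP levels (CellTiter-Glo luminescence) are recorded after a ≥48 hr, 37 °C incubation.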
* hit, by the source's call; ? = inconclusive; . = no result given; & = joins results of further samples; ! = not active in a repeat; [ ] = another dose, or the depositor's remark. Calls come from the whole dose curve; as a rule, active = well fitted curve in the direction sought with a large enough effect; inconclusive = small, poorly fitted or top-dose-only effect, or another doubt; inactive = no such curve, though single readings can be large; an effect the other way counts as inactive or inconclusive. % is set by controls: 0 for no effect and ±100 for the full control effect; potency is the fitted concentration of half-maximal effect.

1) N#CC1=C(N)Oc2nc(-c3ccccc3)[nH]c2C1c1cccnc1 (stereo not given)
2) Cc1cc(-c2ccccc2)nc2c(Br)c(C(=O)O)nn12
3) CCc1ccccc1N(CC)C(=O)Cn1nc(Cc2ccncc2)c2ccccc2c1=O
4) Cc1ccc(Cl)cc1N1CCN(C(=O)c2cccn3c(=O)c4cc(Cl)ccc4nc23)CC1
5) COc1cc(C(=O)NCc2nnc(SCC(=O)N3CCCc4ccccc43)o2)cc(OC)c1OC
6) Cc1ccc(C(=O)CN2CCC(NC(=O)C3CCCCC3)CC2)cc1
7) CCN(C(=O)CCC(=O)N(CC)c1ccccc1)c1ccccc1
8) C[C@H]1CN([C@@H](C)CO)C(=O)Cc2cc(NC(=O)CCN3CCOCC3)ccc2O[C@@H]1CN(C)Cc1ccc(Oc2ccccc2)cc1

Compound	1	2	3	4	5	6	7	8
TDP1 block	4%	.	6%	2%	3%	7%	3%	5%
DT40 TDP1 CPT	-16%	-12%	?	-7%	-6%	?	?	23µM*
TDP1 cell noCPT	?	3%	?	-2%	-19%	-26%	?	23µM*

9) COc1ccc(C2CC(C(F)(F)F)n3nc(CO)c(Cl)c3N2)cc1OC (stereo not given)
10) CC(C)(C)OC(=O)NCCC(=O)N/N=C/c1ccc2ncccc2c1
11) O=C(Cc1ccc(Cl)cc1)Nc1cc(S(=O)(=O)N2CCOCC2)ccc1N1CCCC1
12) CCN(CC)CCc1nc(-c2ccccc2)no1
13) COCCNc1oc(/C=C/c2ccccc2)nc1C#N
14) CCCn1nnc(NCc2ccc(OCc3cccs3)c(OC)c2)n1
15) O=C(Nc1ccc(Cl)cc1F)c1cnc2sc(N3CCOCC3)nn2c1=O
16) O=C(Nc1nc2ccc(F)cc2s1)c1cccs1

Compound	9	10	11	12	13	14	15	16
TDP1 block	3%	1%	-2%	9%[21 µM]	4%	3%	3%	3%
DT40 TDP1 CPT	-12%	2%	-30%	6.5µM*!	4%	1%	-2%	?
TDP1 cell noCPT	-25%	?	?	4.1µM*!	0%	-4%	2%	-10%

17) O=C(NCc1ccccc1)C1C(c2ccc3c(c2)OCO3)=Nc2ccccc2N1C(=O)c1cccc(C(F)(F)F)c1 (stereo not given)
18) COc1ccc(-n2nnnc2CNC(=O)C(=O)c2c(C)[nH]c3ccccc23)cc1
19) Cc1ccc(-c2csc(N/N=C/C=C/c3ccccc3)n2)cc1
20) COc1ccc(NC(=O)CCCn2cnc3ccccc3c2=O)c(OC)c1
21) CC1Cc2cc(S(=O)(=O)CCC(=O)NCc3ccc(Cl)cc3)ccc2N1C(=O)C1CC1 (stereo not given)
22) COc1ccc(S(=O)(=O)N(CC(=O)Nc2cccnc2)c2ccc(C)cc2)cc1OC
23) Cc1ccnc(NS(=O)(=O)c2ccc(NC(=O)C3CC=CCC3C(=O)O)cc2)n1 (stereo not given)
24) COc1ccc2oc(=O)c(C(=O)NC(C)c3ccccc3)cc2c1 (stereo not given)

Compound	17	18	19	20	21	22	23	24
TDP1 block	.	1%	9%	.	3%	0%[12.3 µM]	5%	.
DT40 TDP1 CPT	16µM*	7%	?	-11%	3.7µM*	-15%	3%	-3%
TDP1 cell noCPT	?	?	?	-13%	4.6µM*	-22%	4%	?

17 entries already listed, ordered by formula weight, highest first.
8) C[C@H]1CN([C@@H](C)CO)C(=O)Cc2cc(NC(=O)CCN3CCOCC3)ccc2O[C@@H]1CN(C)Cc1ccc(Oc2ccccc2)cc1
5) COc1cc(C(=O)NCc2nnc(SCC(=O)N3CCCc4ccccc43)o2)cc(OC)c1OC
4) Cc1ccc(Cl)cc1N1CCN(C(=O)c2cccn3c(=O)c4cc(Cl)ccc4nc23)CC1
11) O=C(Cc1ccc(Cl)cc1)Nc1cc(S(=O)(=O)N2CCOCC2)ccc1N1CCCC1
22) COc1ccc(S(=O)(=O)N(CC(=O)Nc2cccnc2)c2ccc(C)cc2)cc1OC
3) CCc1ccccc1N(CC)C(=O)Cn1nc(Cc2ccncc2)c2ccccc2c1=O
23) Cc1ccnc(NS(=O)(=O)c2ccc(NC(=O)C3CC=CCC3C(=O)O)cc2)n1 (stereo not given)
15) O=C(Nc1ccc(Cl)cc1F)c1cnc2sc(N3CCOCC3)nn2c1=O
9) COc1ccc(C2CC(C(F)(F)F)n3nc(CO)c(Cl)c3N2)cc1OC (stereo not given)
18) COc1ccc(-n2nnnc2CNC(=O)C(=O)c2c(C)[nH]c3ccccc23)cc1

Compound	8	5	4	11	22	3	23	15	9	18
TDP1 block	5%	3%	2%	-2%	0%[12.3 µM]	6%	5%	3%	3%	1%
DT40 TDP1 CPT	23µM*	-6%	-7%	-30%	-15%	?	3%	-2%	-12%	7%
TDP1 cell noCPT	23µM*	-19%	-2%	?	-22%	?	4%	2%	-25%	?

14) CCCn1nnc(NCc2ccc(OCc3cccs3)c(OC)c2)n1
6) Cc1ccc(C(=O)CN2CCC(NC(=O)C3CCCCC3)CC2)cc1
2) Cc1cc(-c2ccccc2)nc2c(Br)c(C(=O)O)nn12
7) CCN(C(=O)CCC(=O)N(CC)c1ccccc1)c1ccccc1
19) Cc1ccc(-c2csc(N/N=C/C=C/c3ccccc3)n2)cc1
16) O=C(Nc1nc2ccc(F)cc2s1)c1cccs1
12) CCN(CC)CCc1nc(-c2ccccc2)no1

Compound	14	6	2	7	19	16	12
TDP1 block	3%	7%	.	3%	9%	3%	9%[21 µM]
DT40 TDP1 CPT	1%	?	-12%	?	?	?	6.5µM*!
TDP1 cell noCPT	-4%	-26%	3%	?	?	-10%	4.1µM*!

Next part
25) CCC(Oc1ccccc1)C(=O)Nc1ccccc1OC (stereo not given)
26) Cc1nnc(NC(=O)c2nc(S(=O)(=O)Cc3ccccc3)ncc2Cl)s1
27) CC1=NN(C(=O)c2ccc(Cn3nc(C)c(Br)c3C)cc2)C(O)(C(F)(F)F)C1 (stereo not given)
28) O=C(NCCc1ccc2c(c1)OCCO2)c1cc2ccccc2o1
29) CCNC(=S)NNC(=O)c1ccc2ncccc2c1
30) O=C1CCCN2N=C(SCC(=O)Nc3ccc([N+](=O)[O-])cc3)SC2=N1
31) COc1ccc(C2=NN(C(=O)COC(=O)c3ccc(NC(=O)CC#N)cc3)C(c3ccco3)C2)cc1 (stereo not given)
32) O=C(NCc1cccnc1)c1nn2cccnc2c1Cl

Compound	25	26	27	28	29	30	31	32
TDP1 block	3%	5%&0%	0%	5%	-1%	9%	1%	2%
DT40 TDP1 CPT	?	9.2µM*	0.82µM*	16µM*	-1%	-28%	?	3%
TDP1 cell noCPT	-25%	12µM*	0.58µM*	21µM*	-5%	-25%	?	6%

33) COc1ccc(-n2c(/C=C(\C)O)nc(=O)c3c(C)cc(C)nc32)cc1
34) Cc1nc2ccccc2nc1N1CCOCC1
35) Cc1ccccc1Nc1nc2nonc2nc1N1CCOCC1
36) NC(=O)C1CCN(c2cc(Cl)nc(N)n2)CC1
37) COc1ccc(-c2[nH]n(-c3ccc([N+](=O)[O-])cc3)c(=O)c2C=NCc2ccccc2)cc1
38) Cc1ccc2oc(-c3ccc(C)c(NC(=O)C(C)(C)Oc4ccc(Cl)cc4)c3)nc2c1
39) COc1c(Cl)c(=O)oc2ccc(Cl)cc12
40) Cc1ccccc1CN1CCC(Oc2ccc(C(=O)NCc3ccccn3)cc2)CC1

Compound	33	34	35	36	37	38	39	40
TDP1 block	3%	6%	6%	-2%	3%	-1%	.	2%
DT40 TDP1 CPT	?	-12%	-23%	?	-1%	?	-14%	?
TDP1 cell noCPT	?	-27%	-2%	?	10%	?	-2%	?

41) O=C(CN1CCN(c2ccccc2)CC1)NC(=O)NCc1ccco1
42) O=c1c2c(c(-c3ccccc3)nn1Cc1ccccc1)CCCC2
43) CCCNC(=O)c1oc2ccc3c(c2c1C)C(O)CC(C)(C)O3 (stereo not given)
44) CCOC(=O)NC(=O)CSc1ccc(S(=O)(=O)N(C)C2CCCCC2)cn1
45) CN(CC1COc2ccccc2O1)C(=O)Cn1cc(C(F)(F)F)ccc1=O (stereo not given)
46) Cc1c(Br)c([N+](=O)[O-])nn1CC(=O)Nc1c(C)n(C)n(-c2ccccc2)c1=O
47) COc1ccc(-c2noc(CSc3nnc(C)n3-c3ccc(F)cc3)n2)cc1
48) CCCCCCCCN1[C@@H](CC(=O)OCC)c2cc(C(F)(F)F)ccc2S1(=O)=O

Compound	41	42	43	44	45	46	47	48
TDP1 block	4%	.	.	0%[56.1 µM]	1%	5%	0%	.
DT40 TDP1 CPT	-15%	-28%	-17%	-23%	9%	-7%	?	?
TDP1 cell noCPT	-20%	-18%	6%	-28%	22%	-24%	-26%	16µM*

49) Cn1cccc1/C=N\NC(=O)c1cncc(Br)c1
50) NC(=NCCc1ccc(Cl)cc1)NS(=O)(=O)c1ccccc1
51) COc1ccc(NC(=O)CN2CCC(C)CC2)c([N+](=O)[O-])c1
52) CC(OC(=O)C1=Cc2ccccc2OC1)C(=O)NC(C)(C)C (stereo not given)
53) COc1cc(NCCCn2cnc3c(OC)ncnc32)cc(OC)c1OC
54) NC(=O)c1ccccc1OCC(=O)Nc1cccnc1Cl
55) CN(C)c1ccc(C(=S)N2CCN(Cc3ccccc3)CC2)cc1
56) CCc1ccc(CN(C)C(=O)CC2C(=O)NCCN2Cc2ccoc2)cc1 (stereo not given)

Compound	49	50	51	52	53	54	55	56
TDP1 block	4%	1%	4%	5%	.	-1%	.	2%
DT40 TDP1 CPT	2%	?	8.2µM*	-28%	-14%	-2%	?	-12%
TDP1 cell noCPT	0%	-24%	8.2µM*	?	-9%	-26%	?	-24%

57) O=C(Nc1ccccc1)/C(=C/c1cccnc1)NC(=O)c1ccco1
58) COc1ccc(NC(=O)Nc2ccccc2C(N)=O)cc1OC
59) O=C(Nc1ccc2snnc2c1)N1CCN(c2ccccc2)CC1
60) CC(=O)N1c2ccccc2CCc2ccc(N)cc21
61) Cc1ccc2c(c1)C1CN(C)CCC1N2S(=O)(=O)c1cccc(F)c1 (stereo not given)
62) COc1ccc(C)cc1NS(=O)(=O)c1c(C(=O)N2CCC(C)CC2)c(C)n(C)c1C
63) CCC(CC)C(=O)Nc1cc(OC)c(OC)cc1C(=O)O
64) Cc1ccc(NCc2nnc(SCC(=O)NNC(=O)Cc3ccccc3)n2C)cc1

Compound	57	58	59	60	61	62	63	64
TDP1 block	-3%	-2%	3%	.	3%	4%	2%	.
DT40 TDP1 CPT	-5%	0%	-19%	1%	-24%	1%	16µM*	-6%
TDP1 cell noCPT	7%	-5%	?	-6%	?	-23%	18µM*	15%

65) COc1ccccc1CNC(=O)CNCCc1ccc(OC)c(OC)c1
66) O=C(COC(=O)CCc1nc2ccccc2c(=O)[nH]1)Nc1c(Cl)cccc1C(F)(F)F
67) COc1cc(NS(C)(=O)=O)c(OC)cc1NC(=O)c1cccc(F)c1
68) COc1cc(O)c(C(=O)c2ccccc2)cc1O
69) CC1Cc2cc(S(=O)(=O)N3CCCCC3)ccc2N1C(=O)C1CCC1 (stereo not given)
70) Cc1c(C#N)c(NC(=O)CCl)n(Cc2cccs2)c1C
71) Cc1sc2nc(CSc3cccc(C(F)(F)F)c3)[nH]c(=O)c2c1C
72) O=C(OCn1nnc2ccccc2c1=O)c1ccc(N2CCOCC2)c([N+](=O)[O-])c1

Compound	65	66	67	68	69	70	71	72
TDP1 block	.	.	7%	4%	0%	-3%	-3%	4%
DT40 TDP1 CPT	?	2%	5%	4.1µM*	21µM*	5.2µM*	-14%	-17%
TDP1 cell noCPT	2%	-16%	1%	4.6µM*	?	2.6µM*	?	-3%

73) CCOc1ccc(C(C)=O)cc1CSc1nc2nc(C)cc(C)n2n1
74) CC1(c2ccccc2)NC(=O)N(CC(=O)Nc2ccc(C(N)=O)cc2)C1=O (stereo not given)
75) CCOc1ccc(OCCOC(=O)CN2C(=O)NC3(CCCC3)C2=O)cc1
76) Cc1cccc(OCc2nc(-c3nonc3N)no2)c1C

Compound	73	74	75	76
TDP1 block	3%	-2%	5%	5%
DT40 TDP1 CPT	3%	17%	?	-4%
TDP1 cell noCPT	-26%	16%	?	?

Bioassay records (PubChem)
